High-throughput results as filed in PubChem BioAssay.
ERG-DNA inh: inhibitors of human ERG Ets domain-DNA interaction. fluorescence polarization, His-ERG Ets domain / labelled DNA. 370,000 tested, 0.028% active. AID 624246. P11308. Potency, µM (titrated, usually from 76.9 µM), for inactives: top-dose FP activity, negative = inhibition, usual class: inhibitors; active = well fitted inhibition curve with a large enough effect in the polarisation, with a control signal flat; inconclusive = small, poorly fitted or top-dose-only effect, or effect the other way, or a change in a side signal; inactive = no such curve, though single readings can be large or run the other way; the % refers to the polarisation;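 also: polarization taken with two DNA probes labelled with fluorescein and Texas red; potency is read from the fitted curve at half-maximal effect; % of control where 0% means no effect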
Target sequence (P11308 whole entry, looked up, the tested form may be a part): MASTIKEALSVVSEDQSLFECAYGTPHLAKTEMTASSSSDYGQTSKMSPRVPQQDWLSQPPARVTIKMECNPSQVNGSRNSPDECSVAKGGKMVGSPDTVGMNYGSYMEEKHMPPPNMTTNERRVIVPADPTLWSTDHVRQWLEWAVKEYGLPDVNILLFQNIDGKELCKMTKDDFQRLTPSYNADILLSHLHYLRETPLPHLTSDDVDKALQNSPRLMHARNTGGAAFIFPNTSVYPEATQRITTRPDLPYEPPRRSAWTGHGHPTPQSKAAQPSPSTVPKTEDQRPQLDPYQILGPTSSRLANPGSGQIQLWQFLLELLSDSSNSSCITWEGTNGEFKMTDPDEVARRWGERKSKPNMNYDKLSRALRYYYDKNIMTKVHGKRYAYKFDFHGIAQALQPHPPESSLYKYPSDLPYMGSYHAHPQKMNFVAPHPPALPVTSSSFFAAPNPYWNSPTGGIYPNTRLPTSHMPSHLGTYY
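His-tagged ERG Ets domain (1 uM in the protein solution; 300mM KCl, 50mM Tris-HCl, 1mM EDTA, 1mM DTT, pH 7.5) received compound, then a probe mix of 5 nM fluorescein-DNA and 100nM Texas-615-DNA. Fluorescence polarization was read for both dyes.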
D2 antagonist: antagonists of human D2 dopamine receptor; HEK293 TREx D2 cells, calcium flux, dopamine EC80; P14416; 340,000 tested, 2% active; inhibition, % at 10 µM; in the data active = inhibition above about 30%; also: 0% is about no effect
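Antagonism is scored as inhibition of an EC80 dopamine-evoked calcium signal in a force-coupled, tetracycline-inducible HEK293 T-REx D2 line, with compound present 180 s before agonist.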
RGS4 inhibitor: inhibitors of human regulator of G protein signaling 4; P49798; Transcreener GDP fluorescence polarization, RGS4-accelerated GTP hydrolysis; Potency, µM (doses to about 114 µM), without a hit: at the top dose activity change, negative = inhibition, actives largely listed as inhibitors; 390,000 tested, 0.039% active; AID 504845; also: potency is read from the fitted curve at half-maximal effect; % is scaled to controls: 0 for no effect and ±100 for the full control effect; nearly all actives have a fitted effect of over 75% in size; some results filed as inactive show a strong effect at the top dose
Target sequence (P49798 whole entry, looked up): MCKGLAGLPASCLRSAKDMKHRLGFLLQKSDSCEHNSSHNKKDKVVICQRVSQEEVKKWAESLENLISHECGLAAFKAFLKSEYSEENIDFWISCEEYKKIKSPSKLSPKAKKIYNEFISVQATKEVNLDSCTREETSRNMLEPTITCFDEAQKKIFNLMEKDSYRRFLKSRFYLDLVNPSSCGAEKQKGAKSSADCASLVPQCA
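MLSMR compounds (23 nl, pin-transferred) preincubated 10 min at room temperature with a 500nM (2x) first reagent, then RGS4 at 900nM (2x) plus Transcreener GDP mix added; fluorescence polarization (620/688 nm) read before and after 90 min at 30 °C.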
Vif-A3G inh: blocks the Vif interaction with human APOBEC3G | Q9HC16 | HeLa A3G-eYFP + Vif (tagged APOBEC3G with the HIV-1 protein that degrades it), YFP fluorescence, overnight | Potency, µM (titrated, usually from 46.1 µM), without a hit: at the top dose activity, negative = active, usual class: inhibitors | 410,000 tested, 0.076% active | AID 602310;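 also: potency is read from the fitted curve at half-maximal effect; % is scaled to controls: 0 for no effect and ±100 for the full control effect; nearly all actives have a fitted effect of over 60% in size; hits raise eYFP signal because A3G escapes Vif-driven loss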
Target sequence (Q9HC16 whole entry, looked up): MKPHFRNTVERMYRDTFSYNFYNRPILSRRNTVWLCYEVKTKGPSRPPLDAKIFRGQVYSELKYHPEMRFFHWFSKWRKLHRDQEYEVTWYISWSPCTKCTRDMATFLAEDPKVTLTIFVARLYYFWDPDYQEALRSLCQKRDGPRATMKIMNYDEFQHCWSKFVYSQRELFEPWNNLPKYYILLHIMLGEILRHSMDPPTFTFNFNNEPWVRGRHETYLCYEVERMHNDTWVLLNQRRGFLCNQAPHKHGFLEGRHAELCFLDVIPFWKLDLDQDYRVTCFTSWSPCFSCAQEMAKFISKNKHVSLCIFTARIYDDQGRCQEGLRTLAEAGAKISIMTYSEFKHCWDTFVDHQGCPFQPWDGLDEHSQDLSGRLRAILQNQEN
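HeLa cells stably expressing Vif and C-terminally eYFP-tagged A3G, seeded overnight at 37 deg C, then exposed to compound by pintool overnight at 37 deg C. Rise in yellow fluorescence (Ex 488/Em 500-530, Acumen) marks blocked Vif-driven A3G degradation.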
GRP78 ERSR act: inducers of ER stress response in human glioma cells. Potency, µM, for inactives: at the highest dose activation, actives largely listed as activators. 420,000 tested, 0.02% active. U87-MG GRP78 promoter luciferase reporter, 16 h; also: potency is read from the fitted curve at half-maximal effect; series mostly up to about 76 µM; % of control where 0% means no effect; nearly all actives have a fitted effect of over 35% in size
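ERSR induction read as luciferase luminescence (Bright-Glo, 10 min at room temperature) in stably transfected human U87-MG glioma cells exposed to compounds for 16 h, using GRP78 as sensor.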
LDHA block: LDHA (human) enzyme inhibition. purified LDHA, NADH/diaphorase-resazurin fluorescence; active compounds read low. activity change, % (values are at about 110 or 230 µM). AID 1347041. 480,000 tested, 0.15% active; in the data active = activity change below about -30%; inconclusive = mostly about -25% to -30%;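 also: plate controls were DMSO wells for no effect and wells without enzyme for full effect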
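Enzyme activity of human lactate dehydrogenase 5 (2 nM; 0.06 mM NADH, 0.2 mM pyruvate, 5 min, RT) is measured via a resazurin/diaphorase fluorescence readout of residual NADH.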
Vif-APOBEC3F blk: inhibitors of Vif-A3F interaction; HeLa A3F-eYFP + Vif (tagged APOBEC3F with the HIV-1 protein that degrades it), YFP fluorescence increase; Potency, µM (highest dose often 46.1 µM), for the others: at the highest dose activity, negative = active; 390,000 tested, 0.2% active; also: potency is read from the fitted curve at half-maximal effect; % of control where 0% means no effect; nearly all actives have a fitted effect of over 65% in size
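HeLa cells stably expressing A3F-eYFP plus Vif, plated and incubated overnight at 37 deg C, then exposed to compounds overnight at 37 deg C. Blocked degradation read as raised yellow fluorescence (Ex 488/Em 500-530).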
D2 ag: activates the human D2 dopamine receptor; P14416; HEK293 T-REx D2 cells, calcium flux agonist mode; activation, % at 2 µM; 340,000 tested, 0.53% active; AID 485358;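 active = activation over 3 SD above normal in the single-dose calcium agonist read, cut at about 30% in these data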; also: 0% is about no effect
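Calcium-flux readout, 1 cycle/sec over 180 s following compound pin transfer, in inducible HEK293 Trex D2 cells (force-coupled); dopamine controls included. Positive calcium responses during this window marked compounds as potential agonists.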
ALOX12 inh: blocks human arachidonate 12S-lipoxygenase; Potency, µM (titrated, usually from 108 µM), without a hit: top-dose activity change, negative = inhibition, hits mostly inhibitors; 580,000 tested, 1.1% active; AID 1671190; purified 12hLO, xylenol orange hydroperoxide absorbance; P18054; also: potency is read from the fitted curve at half-maximal effect; % is scaled to controls: 0 for no effect and ±100 for the full control effect
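Purified human 12hLO (150 nM final) in 25 mM Hepes, 0.01% Triton X-100, pH 7.0 was preincubated 15 min at room temperature with compound. Then 40 uM arachidonic acid was added, 30 min. Hydroperoxide was read by Fe-XO absorbance ratio 573/405 nm.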
An asterisk follows results filed as active; ? = inconclusive; nt = no result given; [ ] = remark or other dose. Unless noted, calls follow the shape of the dose curve; as a rule, active = well fitted curve in the direction sought with a large enough effect; inconclusive = small, poorly fitted or top-dose-only effect, or another doubt; inactive = no such curve, though single readings can be large; an effect the other way counts as inactive or inconclusive.

SMILES	ERG-DNA inh	D2 antagonist	RGS4 inhibitor	Vif-A3G inh	GRP78 ERSR act	LDHA block	Vif-APOBEC3F blk	D2 ag	ALOX12 inh
CCOc1ccc(C2C(C(=O)c3cccs3)=C(O)C(=O)N2CCN2CCOCC2)cc1 (configuration not stated)	7%	-12	-26%	2%	0%	1	1%	0.8	?
C[C@H](NC(=O)N1CCC(Cc2ccccc2)CC1)C(=O)O	-7%	3	-4%	-1%	-3%	-3	1%	0.5	14%
COc1ccc(C(=O)NCC(=O)N/N=C/c2cn[nH]c2-c2ccccc2)cc1	-1%	19	2%	5%	0%	-18	-3%	11	-2%
Cc1cnc(C)c(N2CCN(Cc3cn(C)nc3-c3cccc(Cl)c3)CC2)n1	-7%	12	19%	-7%	-6%	-2	2%	-0.3	-6%
Nc1c(C(=O)Nc2ccc3c(c2)OCCO3)nnn1Cc1ccc(F)cc1	4%	0	22%	-2%	-1%	-4	-3%	2.7	1%
CCn1nc(C)cc1C(=O)N(C)C1CCCN(Cc2ccccc2F)C1 (configuration not stated)	10%	-5	1%	0%	-2%	-1	3%	0.3	137%[activator]
CCc1nc2ccc(C(=O)NCCCn3ccnc3)cn2c1N(CC)CCOC	nt	nt	nt	1%	-2%	-4	nt	nt	-11%
CCCN(CCC)S(=O)(=O)c1ccc(C(=O)NCc2n[nH]c(=S)n2-c2ccc(Cl)c(Cl)c2)cc1	-1%	-5	?	-19%	-1%	0	-8%	1.4	?
CCNC(C(=O)c1c[nH]c2c(CC)cccc12)c1ccccc1 (configuration not stated)	21%	-11	12%	1%	4%	1	13%	-1.2	36%[activator]
CC(C)c1ccc(NC(=O)CSc2n[nH]c(=O)n2Cc2ccco2)cc1	9%	1	6%	0%	-1%	-2	-5%	0.5	0%
O=c1c2ccccc2oc2cc(-c3ccc4cc[nH]c4c3)ccc12	1%	nt	3%	-8%	-1%	-2	1%	nt	?
CN(Cc1ccccc1)C(=O)c1ccc(NC(=O)Cc2ccc([N+](=O)[O-])cc2)cc1	1%	nt	2%	-1%	-3%	1	5%	nt	1%
COc1ccc2[nH]cc(CCNS(=O)(=O)c3ccc(NC(C)=O)cc3)c2c1	7%	-11	15%	-5%	-3%	-21	4%	2.6	-3%
N=c1n(CC(=O)c2cccs2)c2ccccc2n1Cc1ccccc1	-1%	6	14%	3%	-1%	-8	4%	2.0	5%
COC(=O)c1ccc(C(=O)N(C)C2CCCN(Cc3ccccc3F)C2)nc1 (configuration not stated)	-5%	-7	13%	-1%	-3%	-2	0%	2.4	-25%
CSC(=NC#N)N1CCN(c2cccc(Cl)c2)CC1	-2%	-13	4%	-11%	-1%	-3	-31%	0.7	-12%
CCN(C(=O)CSc1nnc(C)n1-c1cccc(C)c1)C1CCS(=O)(=O)C1 (configuration not stated)	-5%	-15	17%	-1%	-3%	0	-1%	0.7	0%
O=C(Cc1cccc2ccccc12)OCn1nnc2ccccc2c1=O	1%	11	15%	2%	-4%	-5	4%	-1.5	13%
C/C=C/C(=O)OCC(=O)Nc1cc(OC)c([N+](=O)[O-])cc1C	4%	6	5%	-2%	3%	-5	-11%	-0.2	-5%
Cc1ccc(C)c2nc(Cl)c(C3NC(=O)c4ccccc4N3)cc12 (configuration not stated)	0%	-16	-20%	-28%	-4%	-1	-25%	0.2	60%[activator]
COc1cc2c(cc1NC(=O)CC1SC(N3CCCC3)=NC1=O)oc1ccccc12 (configuration not stated)	0%	0	34%[11.4 µM]	-25%	-2%	0	5%	-0.1	9%
COc1ccc(C(=O)/C=C/C(=O)N(Cc2ccc3c(c2)OCO3)C(C(=O)NC2CCCCC2)c2ccncc2)c(O)c1 (configuration not stated)	nt	-17	27%	-6%	-4%	-2	1%	0.4	-7%
CCOc1cc(CNc2ccc(N(C)C)cc2)cc(Br)c1OCC(=O)NC(C)(C)C	-9%	-30	?	-23%	0%	24	nt	0.4	0%
CN(C)CCN(Cc1cccs1)S(=O)(=O)c1csc(C(N)=O)c1	4%	4	27%	2%	-3%	-6	-8%	0.4	-1%
CN/S(=N/S(=O)(=O)c1ccccc1)c1ccc(C)cc1 (configuration not stated)	0%	-8	22%	0%	-2%	-11	-11%	-0.8	199%[activator]
Cc1nc(N)sc1-c1csc(Nc2cc(N(C)C)ccc2Cl)n1	nt	nt	nt	-5%	-5%	4	2%	nt	?
COc1ccc(OC)c(N/C(C)=C/C(=O)c2ccc(C)o2)c1	-4%	-6	-19%	-3%	4%	8	-2%	1.7	?
CCCCN(C(=O)c1cc2ccccc2o1)c1c(N)n(CCC)c(=O)[nH]c1=O	9%	19	-5%	1%	-6%	-6	-29%	1.2	3%
O=C(Nc1c2c(nn1-c1ccc(Cl)cc1)CS(=O)(=O)C2)C1CC1	-5%	-2	2%	0%	-7%	-3	6%	0.6	-10%
CCC(Oc1ccc(C)cc1)C(=O)Nc1ccc(S(=O)(=O)Nc2cc(C)on2)cc1 (configuration not stated)	26%	1	23%	-2%	-3%	-7	7%	-0.9	-10%
Nc1ccccc1C(=O)N1CCCC1	1%	-3	-24%	1%	0%	-6	0%	0.9	-16%
COc1ccc(-c2csc3ncnc(N4CCN(S(=O)(=O)c5cccc(Br)c5)CC4)c23)cc1	7%	-4	-14%	0%	-2%	0	1%	0.4	-2%
COCC(=O)Oc1cc(-c2ccc(C)cc2C)c(OC(=O)COC)c(-c2ccc(C)cc2C)c1	nt	nt	nt	-15%	-5%	1	-6%	nt	-18%
CC12COC3(C(=O)Nc4ccccc4F)CC1CCC32C (configuration not stated)	-8%	nt	-5%	0%	3%	-6	-5%	nt	-3%
O=C(Nc1cccc([N+](=O)[O-])c1)c1cnccn1	-3%	-16	-15%	0%	2%	-2	1%	-0.1	-10%
C=C1C(=O)C23CCC4C(C)(C(=O)OC)CCCC4(C)C2CCC1(O)C3 (configuration not stated)	-6%	nt	?	-13%	-14%	-1	7%	nt	2%
CCCCC(=O)c1c(C)cc(C)[nH]c1=O	-8%	6	2%	0%	-3%	1	-7%	0.9	-30%
N#CCCCC1(CCCC#N)OCCO1	nt	nt	40%	-1%	-5%	-10	-12%	nt	5%
CC(=O)Nc1cc(NC(C)=O)c(N=Nc2ccccc2)cc1C	-3%	7	11%	1%	6%	-7	-1%	-0.4	56%[activator]
Cc1ccc(-n2nnnc2SCC#N)cc1	5%	-14	-14%	-4%	-2%	-4	?	0.3	2%

A different layout for some results above.
mol | ERG-DNA inh | D2 antagonist | RGS4 inhibitor | Vif-A3G inh | GRP78 ERSR act | LDHA block | Vif-APOBEC3F blk | D2 ag | ALOX12 inh
CCn1nc(C)cc1C(=O)N(C)C1CCCN(Cc2ccccc2F)C1 (configuration not stated) | 10% | -5 | 1% | 0% | -2% | -1 | 3% | 0.3 | 137%[activator]
CCc1nc2ccc(C(=O)NCCCn3ccnc3)cn2c1N(CC)CCOC | nt | nt | nt | 1% | -2% | -4 | nt | nt | -11%
CCCN(CCC)S(=O)(=O)c1ccc(C(=O)NCc2n[nH]c(=S)n2-c2ccc(Cl)c(Cl)c2)cc1 | -1% | -5 | ? | -19% | -1% | 0 | -8% | 1.4 | ?

Compounds above containing fluorine (4):
SMILES	ERG-DNA inh	D2 antagonist	RGS4 inhibitor	Vif-A3G inh	GRP78 ERSR act	LDHA block	Vif-APOBEC3F blk	D2 ag	ALOX12 inh
Nc1c(C(=O)Nc2ccc3c(c2)OCCO3)nnn1Cc1ccc(F)cc1	4%	0	22%	-2%	-1%	-4	-3%	2.7	1%
CCn1nc(C)cc1C(=O)N(C)C1CCCN(Cc2ccccc2F)C1 (configuration not stated)	10%	-5	1%	0%	-2%	-1	3%	0.3	137%[activator]
COC(=O)c1ccc(C(=O)N(C)C2CCCN(Cc3ccccc3F)C2)nc1 (configuration not stated)	-5%	-7	13%	-1%	-3%	-2	0%	2.4	-25%
CC12COC3(C(=O)Nc4ccccc4F)CC1CCC32C (configuration not stated)	-8%	nt	-5%	0%	3%	-6	-5%	nt	-3%

(continued)
SMILES	ERG-DNA inh	D2 antagonist	RGS4 inhibitor	Vif-A3G inh	GRP78 ERSR act	LDHA block	Vif-APOBEC3F blk	D2 ag	ALOX12 inh
Cc1cc(=O)oc2c3c(cc(OCC(=O)NCCCn4ccnc4)c12)OC(C)(C)CC3	4%	0	-14%	1%	0%	-2	-4%	0.9	15%
O=C(COc1ccc2c3c(c(=O)oc2c1)CCCC3)NC(Cc1ccc(Cl)cc1)C(=O)O (configuration not stated)	1%	9	1%	1%	-1%	-8	-4%	-0.5	63%
Cc1cc(=O)n(CC(=O)Nc2ccc([N+](=O)[O-])cc2)c(-n2nc(C)cc2C)n1	-7%	nt	4%	1%	-3%	0	-3%	1.5	-21%
Cc1oc(CC(C)C)cc1C(=O)Nc1cccc2ccccc12	0%	10	-16%	?	-5%	2	-1%	-0.3	?
C/C=C/c1ccc(OCCCN2C(=O)NC(C)(C)C2=O)c(OC)c1	-2%	-5	15%	-3%	1%	0	2%	-0.4	2%
COc1cc2c(cc1O)C(SC)=NC(C)(C)C2	-2%	-12	-48%	-4%	-15%	1	-2%	0.4	13%

An excerpt; rates above refer to the full screens.
